Source: PubChem
Pin1 inhibitor: human Pin1 inhibition; Q13526; Pin1 FP peptide displacement, HiFluor488, 10 min; Potency, µM (titrated, usually from 115 µM), for the others: at the highest dose activity, negative = inhibition, most hits filed as inhibitors; 390,000 compounds, 0.009% hits; AID 504891; active = well fitted inhibition curve with a large enough effect in the polarisation, with a control signal flat, not every such curve was filed as active; inconclusive = small, poorly fitted or top-dose-only effect, or effect the other way, or a change in a side signal; inactive = no such curve, though single readings can be large or run the other way; the % refers to the polarisation; note: potency is the fitted concentration of half-maximal effect; % is set by controls: 0 for no effect and ±100 for the full control effect
HP1b binding inh: blocks HP1-beta chromodomain binding to methylated histone tails; P83916; AlphaScreen HP1-beta / biotin-H3K9me3 peptide binding; Potency, µM (titrated, usually from 114 µM), without a hit: at the top dose activity change, negative = inhibition, hits mostly inhibitors; 390,000 compounds, 0.56% hits; AID 540317; note: potency is the fitted concentration of half-maximal effect; nearly all actives have a fitted effect of over 70% in size; inactives centre near 23
Target sequence (P83916 whole entry, looked up): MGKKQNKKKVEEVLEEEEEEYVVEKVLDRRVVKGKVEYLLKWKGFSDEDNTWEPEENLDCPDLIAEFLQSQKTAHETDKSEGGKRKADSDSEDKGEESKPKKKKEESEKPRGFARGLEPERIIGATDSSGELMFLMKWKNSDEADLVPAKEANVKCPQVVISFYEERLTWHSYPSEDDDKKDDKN
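AlphaScreen: HP1-beta (50 nM) preformed 30 min with biotin-H3(1-18)K9me3 peptide (50 nM) in PBS pH 7.4, 0.01% Tween-20. Compound added for 30 min at RT, then streptavidin donor/nickel chelate acceptor beads (10 ug/mL) for 30 min.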
TrxR1 inh: blocks rat thioredoxin reductase 1. O89049. 390,000 compounds, 1% hits. recombinant rTrxR1, NADPH fluorescence consumption, selenite substrate. Potency, µM (highest dose often 114 µM), without a hit: at the highest dose activity change, negative = inhibition, usual class: inhibitors. AID 588453; note: potency is the fitted concentration of half-maximal effect; % is set by controls: 0 for no effect and ±100 for the full control effect; nearly all actives have a fitted effect of over 65% in size
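Rat TrxR1 (90 nM in the dispensed reagent) was pre-reduced with 400 uM NADPH for 5 min at room temperature, then incubated with compound for 15 min. After 400 uM selenite was added, NADPH fluorescence (Ex 340/Em 450 nm) was followed for 8 min.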
PI4K2A block: PI4K2A (human) kinase inhibition; purified PI4K2A, ADP-Glo luminescence, 1 h; hits give low values; activity change, negative = inhibition, % at 76.9 µM; 420,000 compounds, 0.13% hits; in the data active = activity change below about -50%; inconclusive = mostly about -30% to -49%;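 note: -100% = wells without enzyme as full effect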
Target sequence (Q9BTU6 whole entry, looked up): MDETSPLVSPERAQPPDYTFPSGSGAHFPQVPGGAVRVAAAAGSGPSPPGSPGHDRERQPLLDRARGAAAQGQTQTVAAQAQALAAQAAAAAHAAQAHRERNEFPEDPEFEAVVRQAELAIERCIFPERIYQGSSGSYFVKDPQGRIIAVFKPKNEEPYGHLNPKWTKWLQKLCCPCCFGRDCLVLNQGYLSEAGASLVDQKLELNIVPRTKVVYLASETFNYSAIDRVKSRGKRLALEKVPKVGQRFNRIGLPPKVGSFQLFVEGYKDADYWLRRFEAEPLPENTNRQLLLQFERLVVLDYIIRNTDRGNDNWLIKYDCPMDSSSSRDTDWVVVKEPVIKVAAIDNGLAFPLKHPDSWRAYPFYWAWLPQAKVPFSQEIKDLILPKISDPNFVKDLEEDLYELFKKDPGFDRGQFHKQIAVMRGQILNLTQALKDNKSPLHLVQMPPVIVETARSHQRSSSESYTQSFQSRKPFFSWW
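ADP-Glo luminescence measured ADP generated by PI4K2A enzyme (4 ug/mL before mixing) with 1.2 mM PI substrate (pre-mix) and 300 microM ATP (pre-mix). Tris pH7.5 buffer with MgCl2, Triton X-100; 1 h reaction at ambient temperature.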
TrxR1 substrate: is turned over as a substrate by rat TrxR1. O89049. purified TrxR1 substrate turnover, NADPH consumption readout. Potency, µM (doses to about 114 µM), inactives show at the highest dose activity change, negative = substrate turnover. 390,000 compounds, 0.01% hits. AID 588456; note: potency is the fitted concentration of half-maximal effect; % is set by controls: 0 for no effect and ±100 for the full control effect; nearly all actives have a fitted effect of over 50% in size
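Rat TrxR1, dispensed at 90 nM, was prereduced with 400 uM NADPH (final) for 5 min at ~22 deg C, then incubated with compound 15 min before 400 uM selenite. A first-read NADPH fluorescence drop versus no-compound background flagged substrates.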
IDH1 R132H inh: blocks human mutant IDH1 R132H enzyme | Potency, µM (titrated, usually from 76.6 µM), without a hit: at the highest dose activity change, negative = inhibition, usual class: inhibitors | AID 602179 | 390,000 compounds, 0.093% hits | IDH1-R132H enzyme, NADPH consumption, diaphorase/resazurin fluorescence | O75874; note: potency is the fitted concentration of half-maximal effect; % is set by controls: 0 for no effect and ±100 for the full control effect; nearly all actives have a fitted effect of over 65% in size
Target sequence (O75874 whole entry R132H, stated change not applied): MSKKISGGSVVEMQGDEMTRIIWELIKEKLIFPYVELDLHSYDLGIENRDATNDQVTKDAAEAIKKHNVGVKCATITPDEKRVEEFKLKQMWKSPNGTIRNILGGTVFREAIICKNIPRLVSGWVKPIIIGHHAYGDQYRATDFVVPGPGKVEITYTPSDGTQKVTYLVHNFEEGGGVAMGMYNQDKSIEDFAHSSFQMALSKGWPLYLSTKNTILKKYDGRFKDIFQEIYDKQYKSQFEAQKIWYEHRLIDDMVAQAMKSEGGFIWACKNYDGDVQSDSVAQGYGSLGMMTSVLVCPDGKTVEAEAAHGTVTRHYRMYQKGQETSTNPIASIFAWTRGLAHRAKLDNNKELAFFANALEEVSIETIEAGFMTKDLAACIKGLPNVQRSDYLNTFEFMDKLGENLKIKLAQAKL
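IDH1-R132H (0.5 ug/mL dispensed) in pH 7.5 Tris buffer was preincubated 30 min with compound, then given a substrate mix of 0.016 mM NADPH and 2 mM alpha-KG for 80 min at room temperature; remaining NADPH was read by diaphorase/resazurin fluorescence.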
GLS inh: blocks human kidney-isoform glutaminase activity; O94925; Potency, µM (titrated, usually from 45.5 µM), for inactives: at the top dose activity change, negative = inhibition, hits mostly inhibitors; AID 624170; 410,000 compounds, 0.21% hits; GLS enzymatic activity, qHTS titration; note: potency is the fitted concentration of half-maximal effect; % is set by controls: 0 for no effect and ±100 for the full control effect
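Assay buffer: 45 mM KH2PO4 pH 8.2, 0.02% Tween-20. hKGA acts on L-glutamine (1 mM solution added); product glutamate is reported by an oxidase/peroxidase Amplex Red coupling, with fluorescence taken at baseline and 30 min.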
PGK inhibitor: inhibitors of T. brucei phosphoglycerate kinase; P07378; PGK/GAPDH coupled, Kinase-Glo luminescence, 60 min; Potency, µM (top dose mostly 57.5 µM), inactives show at the highest dose activity change, negative = inhibition, usual class: inhibitors; 380,000 compounds, 0.043% hits; AID 602233; note: potency is the fitted concentration of half-maximal effect; % is set by controls: 0 for no effect and ±100 for the full control effect; nearly all actives have a fitted effect of over 60% in size
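Luminescent ATP detection (Kinase-Glo Plus) follows a 60-minute room-temperature incubation, with wells lacking PGK as controls. Buffer: 100 mM TEA (pH 7.6), 5 mM MgCl2, 0.01% Tween-20. Coupling enzyme GAPDH (100 nM final) supplies unstable 1,3-BPG in-well.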
USP1-UAF1 inh: blocks the human USP1/UAF1 deubiquitinase complex; Potency, µM (series often up to 57.1 µM), for inactives: top-dose activity change, negative = inhibition, hits mostly inhibitors; 390,000 compounds, 0.23% hits; recombinant USP1/UAF1, Ub-Rhodamine cleavage fluorescence; O94782; note: potency is the fitted concentration of half-maximal effect; % is set by controls: 0 for no effect and ±100 for the full control effect; nearly all actives have a fitted effect of over 60% in size; inactives centre near -12
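In this screen, compounds sit with the deubiquitinase complex (1nM) for 15 min at room temperature before Ub-Rho is added at 150nM final. Fluorescence rise is then followed for 6 reads every 60 seconds.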
Active calls of the source: *; i = inactive; ? = inconclusive; nt = not tested or not shown; [ ] = dose if it differs, or a comment. Unless noted, calls come from the whole dose curve; as a rule, active = well fitted curve in the direction sought with a large enough effect; inconclusive = small, poorly fitted or top-dose-only effect, or another doubt; inactive = no such curve, though single readings can be large; an effect the other way counts as inactive or inconclusive. Not all compounds are listed (hit frequency here may not be typical).

SMILES | Pin1 inhibitor | HP1b binding inh | TrxR1 inh | PI4K2A block | TrxR1 substrate | IDH1 R132H inh | GLS inh | PGK inhibitor | USP1-UAF1 inh
COc1ccc(NC(=O)c2ccc(-c3ccccc3C(F)(F)F)o2)cc1 | 17% | 35% | -15% | -1 | -7% | -9% | -2% | i | -19%
O=C(CSc1nnnn1-c1cccnc1)Nc1ccc(F)cc1F | -14% | 20% | 22% | -6 | 3% | -1% | 6% | -3% | 3%
CC(=O)c1cccc(OCC(O)CN2CCN(S(=O)(=O)c3c(F)cccc3F)CC2)c1 (centres undefined) | -3% | ? | 12% | -4 | 3% | 4% | -2% | nt | 0%
O=C(NN1C(=O)C2C3CCC(O3)C2C1=O)c1ccc(Cl)cc1 (centres undefined) | 0% | 10% | -20%[57.1 µM] | 0 | 0%[57.1 µM] | 23% | 2% | -2% | -4%
Cc1ccccc1N=C1SCC(=O)N1Cc1ccccc1 | 1% | 147%[activator] | 3% | -3 | 0% | 1% | 7% | -2% | -18%
CSc1ccccc1C(=O)OCC(=O)NC1CCCCCCC1 | nt | nt | nt | -3 | nt | 9% | -7% | -6% | -22%
Cc1c(NC(=O)OCCNC(=O)COc2ccc(Cl)cc2Cl)sc(=S)n1C | 3% | 4% | -6%[57.1 µM] | 2 | -9% | 5% | ? | 1% | 1%
Cc1onc(-c2ccccc2Cl)c1C(=O)N(Cc1ccc(N(C)C)cc1)C(C)C | -1% | -14% | 24% | -1 | 5% | -3% | 17% | -8% | -25%
O=C(COc1ccccc1)NC1CCSc2ccccc21 (centres undefined) | -3% | 29% | 11%[57.1 µM] | 3 | 3%[57.1 µM] | 4% | 8% | 2% | -7%
O=C1C=C(c2cccnc2)CCC1 | 0% | 25% | 2%[57.1 µM] | 2 | 8%[57.1 µM] | -3% | -5% | i | 1%
CC1(C)N([O-])C(c2cccs2)=C[N+]1=O | 28% | 2% | 8% | -2 | -4% | 2% | 6% | -1% | -4%
O=C(CN1C(=O)COc2ccccc21)NCCN1CCOCC1 | -3% | 16% | 16% | 3 | 0% | 1% | 19% | -2% | -19%
CC(=O)N1CCCc2cc(S(=O)(=O)N3CCCC(C(=O)Nc4ccc(C)c(C)c4)C3)ccc21 (centres undefined) | ? | 9%[57 µM] | 10%[57.1 µM] | 1 | 0%[57.1 µM] | ? | 0% | 7% | 6%
Cc1cc(COc2ccccc2OCCN2CCN(C)CC2)no1 | -3% | 2% | 9% | 15 | 5% | 0% | 21% | -1% | 5%
Cc1ccc(S(=O)(=O)N(CC(=O)NCCSc2ccccn2)c2ccc(C)c(C)c2)cc1 | 57%[activator] | 15% | -1% | -5 | -7% | 1% | 3% | -10% | -12%
O=C(OCC(=O)N1CCOCC1)c1ccc(Br)cc1 | -3% | 2% | 11% | 1 | 3% | 11% | 5% | -1% | -1%
O=C(Nc1ccccc1F)c1oc2ccccc2c1NC(=O)C1CC1 | -2% | 35% | 25% | -1 | 9% | -7% | -18% | -2% | -9%
CC(C)(C)NC(=O)CN(C(=O)CCC(=O)Nc1nccs1)c1ccc(F)cc1 | -9% | 48%[activator] | -2% | 1 | -10% | 15% | -12% | i | -21%
Cc1nc2ccc(S(=O)(=O)N(C)CC(=O)Nc3ccccc3F)cc2s1 | -7% | 45%[activator] | 13% | -9 | 5%[57.1 µM] | -11% | -3% | -5% | -6%
O=C(CN1CCN(S(=O)(=O)N2CCCCC2)CC1)Nc1cc(Cl)cc(Cl)c1 | 0% | 43%[activator] | 29%[0.0914 µM] | 0 | 8%[0.0914 µM] | 2% | -3% | -2% | -18%
CN(C)CCOC(=O)NCC12CC3CC(CC(C3)C1)C2 | -2% | 38% | 18% | 2 | 4% | -6% | -7% | -3% | -20%
Cc1ccc(C(=O)N/N=C\c2cccs2)cn1 | 9% | 30% | 19%[57.1 µM] | -3 | -21%[57.1 µM] | 12% | 15% | -7% | -5%
C[C@H](O)[C@@H]1C(=O)N2CCc3ccc(-c4ccccc4)cc3[C@@H]2C[C@@H]1N(C)C(=O)c1cccnc1 | nt | nt | nt | 6 | nt | -5% | -7% | -2% | -11%
O=C(NNS(=O)(=O)c1ccc2ccccc2c1)c1cccs1 | 5% | 23% | 10% | -1 | 1% | 8% | 26% | -6% | -16%
C=CCn1c(SCC(C)=O)nc2scc(-c3ccco3)c2c1=O | -12% | ? | ? | -24 | 4% | -6% | -5% | -6% | -15%

Profiles, quoted from the list. Order of screens: Pin1 inhibitor | HP1b binding inh | TrxR1 inh | PI4K2A block | TrxR1 substrate | IDH1 R132H inh | GLS inh | PGK inhibitor | USP1-UAF1 inh
CC(C)(C)NC(=O)CN(C(=O)CCC(=O)Nc1nccs1)c1ccc(F)cc1 reads -9% | 48%[activator] | -2% | 1 | -10% | 15% | -12% | i | -21%
O=C(OCC(=O)N1CCOCC1)c1ccc(Br)cc1 reads -3% | 2% | 11% | 1 | 3% | 11% | 5% | -1% | -1%

Back to the main list, repeating the 3 entries before the break.
SMILES | Pin1 inhibitor | HP1b binding inh | TrxR1 inh | PI4K2A block | TrxR1 substrate | IDH1 R132H inh | GLS inh | PGK inhibitor | USP1-UAF1 inh
C[C@H](O)[C@@H]1C(=O)N2CCc3ccc(-c4ccccc4)cc3[C@@H]2C[C@@H]1N(C)C(=O)c1cccnc1 | nt | nt | nt | 6 | nt | -5% | -7% | -2% | -11%
O=C(NNS(=O)(=O)c1ccc2ccccc2c1)c1cccs1 | 5% | 23% | 10% | -1 | 1% | 8% | 26% | -6% | -16%
C=CCn1c(SCC(C)=O)nc2scc(-c3ccco3)c2c1=O | -12% | ? | ? | -24 | 4% | -6% | -5% | -6% | -15%
O=C1CN(C(=O)c2ccc(Br)o2)C(c2ccc(F)cc2)c2cc(Cl)ccc2N1 (centres undefined) | 9% | -13% | ? | 7 | -5% | 2% | 2% | -3% | -13%
CCC(=O)NCCc1nc2cc(NC(=O)c3cccc([N+](=O)[O-])c3)ccc2n1C | -10% | 17% | 17%[57.1 µM] | 3 | 9%[57.1 µM] | 6% | 0% | -1% | -12%
CC(C)c1cccc(-c2ccc3c(c2)S(=O)(=O)c2cccc(C(=O)NCc4ccco4)c2C3=O)c1 | 1% | 28% | ? | -7 | -3% | 5% | -9% | -5% | ?
Cc1cc(C)n(-c2ccc(C(=O)OCC(=O)NCc3ccc(F)cc3)cc2)n1 | 4% | 23% | 12%[57.1 µM] | 1 | 9%[57.1 µM] | 0% | 3% | 6% | ?
COc1ccc(CCNC(=O)c2ccc3c(c2)CCN3S(C)(=O)=O)cc1OC | -3% | 42%[activator] | 23% | -4 | 0% | 0% | 2% | -1% | -20%
COc1ccc(C(=O)OC(C)CN2CCN(C)CC2)cc1 (centres undefined) | 5% | 16% | -4% | 1 | -8% | 3% | 25% | 2% | -1%
O=C(Nc1nc2ccccc2s1)c1cnccn1 | -6% | 26% | ? | -5 | -5% | 1% | ? | ? | 5%
Cc1ccc(C2C=C(c3ccc(F)cc3)Nc3nc(CCCO)nn32)cc1 (centres undefined) | -18% | 42%[activator] | 12% | 1 | 27% | -12% | 1% | -4% | ?
CC(C)C[C@@H](CN)NC(=O)c1nc[nH]c1C(=O)N[C@@H](C)C(=O)CNC[C@H](C)NC(=O)c1nc[nH]c1C(=O)N[C@@H](Cc1ccccc1)C(=O)O | -1% | 52%[activator] | 9% | -2 | -2% | -6% | 2% | -9% | -19%
CC1CCCCN1C(=O)C1CCCN(S(=O)(=O)c2cccc3nsnc23)C1 (centres undefined) | -6% | 35% | -11% | 1 | -10% | 4% | -5% | -3% | -25%
COc1ccccc1-c1nc(-c2ccccc2)[nH]c(=O)c1C#N | -6% | ? | 19% | -4 | 6% | -9% | 0% | 4% | -10%
COCCN(C(=O)Cc1csc(-c2cccc(Cl)c2)n1)c1c(N)n(Cc2ccccc2)c(=O)[nH]c1=O | 11% | 25% | 15% | -1 | 15% | -4% | 5% | -6% | -6%
COc1ccc(-n2c(C)cc(C(=O)CN3C(=O)NC4(CCc5ccccc54)C3=O)c2C)cc1 (centres undefined) | 28% | -21% | 22%[57.1 µM] | 0 | 9%[57.1 µM] | 0% | 3% | 0% | -10%
Cc1cccn2c(=O)c(/C=C(\C#N)c3nc4ccccc4n3C)c(Oc3ccc(Br)cc3)nc12 | ? | 19% | 9% | -12 | 3% | -7% | 22% | 10% | ?
O=C(c1ccc(S(=O)(=O)NCc2ccco2)cc1)N1CCN(c2ccc(F)cc2)CC1 | -3% | 8% | -2% | 0 | -2% | -5% | 9% | -4% | -8%
Cc1onc(-c2ccccc2Cl)c1C(=O)NC(=S)NCCc1ccccc1 | -3% | 24% | -10% | -1 | -7% | 2% | 24% | 10% | -15%
O=C(Nc1ccccc1)C(Cc1cccs1)c1nn[nH]n1 (centres undefined) | -14% | 40%[activator] | 26% | -10 | 13% | 7% | -22% | -2% | -10%
